Pf growth 96h: P. falciparum growth inhibition at 96 hours | P. falciparum luciferase reporter growth, 96 h | Potency, µM (titrated, usually from 28.7 µM), without a hit: at the highest dose activity change, negative = inhibition, usual class: inhibitors | hit rate 6.9% among 320,000 | AID 504834; also: potency is read from the fitted curve at half-maximal effect; % is scaled to controls: 0 for no effect and ±100 for the full control effect
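Erythrocytes infected with luciferase-expressing P. falciparum were dispensed at 2% hematocrit and 0.05% parasitemia (final), then incubated with compounds 96 hours at 37 C in 5% CO2. Luminescence after detection reagent addition reported growth.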
CHX counter: affects cycloheximide protein synthesis inhibition readout, counter-screen; cell reporter, cycloheximide protein synthesis inhibition counterscreen; max response, %; hit rate 12% among 300,000; in the data active = max response mostly above about 13%, no sharp cut-off; inactive = mostly below about 14%; also: read at 38.3 µM for the half of the compounds with a filed dose; 0% is about no effect
Pf growth 48h: P. falciparum growth inhibition at 48 hours (one generation); P. falciparum luciferase growth in erythrocytes, 48 h; Potency, µM (highest dose often 28.7 µM), for the others: top-dose activity change, negative = inhibition, usual class: inhibitors; AID 504832; hit rate 5.9% among 310,000; also: potency is read from the fitted curve at half-maximal effect; % is scaled to controls: 0 for no effect and ±100 for the full control effect
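Firefly luciferase activity from engineered P. falciparum reports growth; inhibitors lower the luminescent signal. Cultures contained 2% hematocrit erythrocytes at 0.1% final parasitemia.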
Sm TGR inh: inhibitors of Schistosoma mansoni thioredoxin glutathione reductase; Q962Y6; purified TGR, DTNB reduction, TNB absorbance 405 nm; Potency, µM (top dose mostly 114 µM), without a hit: at the highest dose activity change, negative = inhibition, usual class: inhibitors; hit rate 3% among 360,000; also: potency is read from the fitted curve at half-maximal effect; % is scaled to controls: 0 for no effect and ±100 for the full control effect; nearly all actives have a fitted effect of over 60% in size
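Kinetic colorimetric format: TGR-catalysed, NADPH-driven DTNB reduction monitored via TNB absorbance. Enzyme dispensed at 20 nM; compound exposure 15 min at room temperature before reaction start.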
Giardia FBPA inh: Giardia lamblia aldolase inhibition. hit rate 0.71% among 290,000. Potency, µM (series often up to 59.6 µM), for the others: top-dose activity, negative = inhibition, usual class: inhibitors. purified Giardia FBPA. A8B2U2; also: potency is read from the fitted curve at half-maximal effect; % is scaled to controls: 0 for no effect and ±100 for the full control effect; nearly all actives have a fitted effect of over 55% in size
Target sequence (A8B2U2 whole entry, looked up): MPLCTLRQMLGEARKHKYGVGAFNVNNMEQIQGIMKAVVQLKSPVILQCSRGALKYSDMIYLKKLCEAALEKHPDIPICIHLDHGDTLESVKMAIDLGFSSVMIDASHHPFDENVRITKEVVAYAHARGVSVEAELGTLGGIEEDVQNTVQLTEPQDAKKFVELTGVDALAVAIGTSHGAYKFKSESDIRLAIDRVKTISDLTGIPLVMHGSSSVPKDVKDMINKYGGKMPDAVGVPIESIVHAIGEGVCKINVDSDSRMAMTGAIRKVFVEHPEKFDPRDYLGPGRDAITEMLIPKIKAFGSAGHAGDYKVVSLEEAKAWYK
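40 nM FBPA preincubated 10 min at RT with compound (up to 57.5 uM final), then substrate plus GAPDH/TPI/NAD/arsenate coupling and diaphorase/resazurin added. Fluorescence read after 20 min at RT, 525/598 nm.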
Shiga toxin inh: blocks Shiga toxin action in Vero cells; inhibition, % at 38.7 µM; Vero cells, Shiga toxin protein synthesis inhibition reporter; hit rate 9.2% among 290,000; AID 2315; in the data active = inhibition mostly above about 28%, no sharp cut-off; inactive = mostly below about 43%; also: 0% is about no effect
Active calls of the source: *; i = inactive; u = inconclusive; x = no result given; & = joins results of further samples; [ ] = another dose, or the depositor's remark. Unless noted, calls follow the shape of the dose curve; as a rule, active = well fitted curve in the direction sought with a large enough effect; inconclusive = small, poorly fitted or top-dose-only effect, or another doubt; inactive = no such curve, though single readings can be large; an effect the other way counts as inactive or inconclusive.

The line under a structure holds: Pf growth 96h, CHX counter, Pf growth 48h, Sm TGR inh, Giardia FBPA inh, Shiga toxin inh
COC(=O)CC(NC(=O)C1CC1)c1ccc2c(c1)OCO2 (configuration not stated)
    -19%, -9, 387%[activator], 1%, 0%, -4
COc1ccc(C(=O)N/C(=C\c2ccco2)C(=O)NCc2ccco2)cc1
    -20%, 6, -6%, 45µM*, x, -6
CN(C)/C=N/c1cc(=O)n(Cc2ccccc2)c(=O)n1C
    -7%, -2, 15%, -14%, 1%&1%, -18
N=C(N)SCc1cn(-c2ccccc2)nc1-c1ccc(Br)cc1
    0%, -9, 0%, 63%[activator], -12%, -34
CCN(C(=O)COC(=O)c1oc2ccc(OC)cc2c1C)C1CCS(=O)(=O)C1 (configuration not stated)
    14%, x, 52%[activator], 4%, x, x
O=C(Nc1ccc(Oc2cccnc2)cc1)C1CCN(Cc2ccccc2F)CC1
    5.9µM*, 0, u, -26%, 14%, -4
CC(C)CNC(=O)c1ccccc1NC(=O)CCSc1ccccc1
    u, -1, 14%, -3%, 0%, -13
CC(C)(C)N1C(=O)[C@H]2[C@@H](c3ccc(Br)cc3)N3C(=O)N(c4ccccc4)C(=O)[C@@]3(Cc3ccccc3)[C@H]2C1=O
    u, x, u, 3%, x, x
CCCn1c2ccccc2c2nnc(SCCN3CCOCC3)nc21
    0%, -3, u, 3%, 11%, -8
O=C(NC(=O)c1ccccc1)OCC(F)(F)F
    u, -1, -2%, -1%, 7%, -6

Looked up by compound from the list above:
The line under a structure holds: Pf growth 96h, CHX counter, Pf growth 48h, Sm TGR inh, Giardia FBPA inh, Shiga toxin inh
COC(=O)CC(NC(=O)C1CC1)c1ccc2c(c1)OCO2 (configuration not stated)
    -19%, -9, 387%[activator], 1%, 0%, -4
COc1ccc(C(=O)N/C(=C\c2ccco2)C(=O)NCc2ccco2)cc1
    -20%, 6, -6%, 45µM*, x, -6

(cont.)
The line under a structure holds: Pf growth 96h, CHX counter, Pf growth 48h, Sm TGR inh, Giardia FBPA inh, Shiga toxin inh
C=CCNC(=O)NS(=O)(=O)c1ccc(C)cc1
    47%[activator], -1, 10%, 5%, 1%, -5
O=C(Nc1cc(Cl)ccc1-n1cncn1)c1cn2ccccc2n1
    58%[activator], x, 0%, -11%, x, x
Cc1ccccc1CN1C(=O)C2(OCCCO2)c2ccccc21
    0%, 2, u, 5%, 6%, 16
Cc1ccc(O)c(NC(=O)c2cc(-c3ccco3)on2)c1
    37%[activator], 17*, u, 1%, -10%, 81*
O=C(OCC(=O)N1CCN(S(=O)(=O)c2ccc(Cl)cc2)CC1)c1cccc(OC(F)F)c1
    -10%, x, 9%, -4%, x, x
Cc1ccnc(NC(=O)CCC(=O)N(CC(=O)NCCc2ccccc2)Cc2ccco2)c1
    u, 5, u, 5%, 2%, 19
Cc1ccc(NC(=O)CSc2nnc(CNC(=O)c3ccccc3F)o2)cc1
    5%, 4, 63%[activator], -9%, 20%, -6
Cc1cccc(N2C(=O)CC(N3CCN(c4cccc(C(F)(F)F)c4)CC3)C2=O)c1 (configuration not stated)
    0%, -1, -13%, u, -4%, 13
CCCC(=O)NC(=S)Nc1cc(-c2nc3ncccc3o2)ccc1C
    -20%, 0, 46%[activator], -23%, -1%, 2
COc1nnc(-c2ccc(C)c(S(=O)(=O)NC(C)(C)CO)c2)c2ccccc12
    u, -3, u, -9%, 0%, -13
Clc1ccc2noc(-c3ccccc3)c2c1
    x, 28, 19%, -24%, -19%, -4
COC(=O)N/N=C(C)\C=C\c1ccco1
    u, -2, 12%, 45µM*, -9%, -2
COc1ccc(CCn2c(C)cc(C(=O)CSc3nnc(N)s3)c2C)cc1
    9.3µM*, 8, u, -13%, -21%, 1
C=CCn1c(SC/C=C/c2ccccc2)nnc1-c1sc(N)nc1C
    7%, -1, -13%, u, -8%, -2
CC(=O)NC1(c2ccc(F)cc2)CCN(C(=O)Nc2ccc(F)cc2F)CC1
    451%[activator], -1, -26%, -19%, 9%, 18
O=C(CNC(=O)c1ccccc1F)N/N=C\C=C\c1ccccc1
    -29%, -2, 17%, 22µM*, x, 15
COc1ccc(-c2[nH]ncc2-c2ccc3c(c2)OCCO3)c(O)c1
    38%[activator], -2, u, 3%, 21%, -19
CC(=O)/C(N=Nc1ccc2c(c1)OCCO2)=C(\C)O
    i, 82*, x, 4%, -2%, 136*
O=C(COC(=O)Cc1ccc(Cl)cc1)Nc1cc(S(=O)(=O)N2CCOCC2)ccc1N1CCCC1
    -20%, -2, 9%, 1%, 4%, -7
Cc1ccccc1S(=O)(=O)Cc1ccc(C(=O)O)o1
    2%, 7, x, -31%, 4%, -1
O=C(NCCc1csc(-c2cccnc2)n1)c1ccccc1Br
    -30%, 0, u, 13%, 4%, -3
COc1ccc(N2CCN(C(=O)C(OC(C)=O)c3ccccc3)CC2)cc1 (configuration not stated)
    -2%, -2, 12%, 10%, -7%, -14
CC(=O)Nc1ccc(OCC(=O)NCc2ccccc2)cc1
    3%, 1, 13%, 2%, 0%, -4
O=C1S/C(=C\C=C\c2ccco2)C(=O)N1c1ccc(O)cc1
    31%[activator], 43*, 112%[activator], u, u, 71*
Cc1ccc(C(=O)NNC(=O)Cc2ccccc2)cc1
    41%[activator], 28*, x, 1%, 5%, 75
Cc1ccccc1OCC(O)CN1C(=O)c2ccccc2C1=O (configuration not stated)
    -19%, 37*, 14%, 2%, 4%, 39*
O=C(CCc1nnc2ccc(NCc3ccccc3)nn12)NC1CCCCC1
    12µM*, 2, 8%, 9%, x, 7
COc1ccccc1N1CCN(C(=O)CCC(=O)N2CCN(c3ccccc3OC)CC2)CC1
    u, -3, -8%, -10%, -2%, -16
O=C(COCc1cc(-c2ccc3c(c2)OCO3)on1)N1CCN(c2ccccc2)CC1
    10µM*, 7, -12%, 1%&-18%, x, 40*
CC(CCc1ccccc1)NC(=O)CCNC(=O)Cn1ccc2ccccc2c1=O (configuration not stated)
    -4%, -2, 3%, 15%, 5%, 1
O=C(CN1CCN(S(=O)(=O)c2ccccc2)CC1)N1CCc2ccccc21
    12µM*, x, u, -10%, x, x
Cn1c(Oc2ccc3c(c2)OCO3)nc2c1c(=O)n(Cc1ccccc1)c(=O)n2C
    u, 1, -10%, 4%, 3%, -20
CCN(CC)C(=O)C(=O)N/N=C/c1cccs1
    0%, 8, 39%[activator], -17%, -3%, -1
Cc1ccccc1NC(=O)Cc1nnc(SCC(=O)c2ccc(Br)cc2)n1C
    u, 7, x, 4%, -5%, 2
Cn1c(=O)cc(C(=O)N/N=C/c2ccc(Cl)cc2)[nH]c1=O
    43%[activator], -1, 24%, -3%, u, 7
CN(c1ccccc1)c1ccc(/C=N/N2CCOCC2)cc1
    228%[activator], 84*, 253%[activator], -3%, 3%, 61*
CC(=O)c1cccc(NC(=O)C2CCN(S(=O)(=O)c3ccc(C)cc3)CC2)c1
    u, -4, -6%, -18%, -3%, -4
OCCC1CN(Cc2cnn(-c3ccccc3Cl)c2)CCN1Cc1ccsc1 (configuration not stated)
    17%, -2, -1%, x, 1%, 35
NS(=O)(=O)c1ccc(CNC(=O)c2sccc2-c2ccccc2)cc1
    12%, -2, -9%, 2%, 0%, -11
Cc1cc(C)n(/N=C/c2ccccc2)c(=O)c1C#N
    -16%, 1, u, 0%, 0%, 46
CC(C)(C)c1ccc(N2C[C@@H](COc3ccc(C(=O)O)cc3)CC2=O)cc1
    x, 11, x, x, 6%, 25
COc1ccc(-c2c(-c3ccccc3OC)sc3ccccc23)cc1OC
    9.3µM*, -3, u, -6%, 13%, -13
O=C(Nc1ccc(N2CCN(Cc3ccccc3F)CC2)cc1)c1ccc([N+](=O)[O-])o1
    u, 3, 1.9µM*, -2%, x, -7
O=C(O)C(Cc1ccccc1)N1C(=O)c2ccccc2C1=O (configuration not stated)
    15µM*, -5, x, 15%, 0%, -3
N#Cc1ccccc1S(=O)(=O)N1CCN(Cc2c(O)ccc3ccccc23)CC1
    -22%, x, u, 0.89µM*, x, x
O=C(Nc1ccccc1C(=O)N1CCN(CCO)CC1)c1cccc([N+](=O)[O-])c1
    135%[activator], 3, -3%, -21%, x, -12
CCOC(=O)c1c(C)oc2ccc(O)c(CN(C)C)c12
    -56%, -1, -14%, 1%, -9%, -7
Cc1nc(N)c(C#N)c(-c2ccccc2Cl)c1C
    -14%, -3, x, 0%, -6%, -11
O=C(O)c1ccc2c(c1)C(=O)N(C(Cc1ccc(O)cc1)C(=O)O)C2=O (configuration not stated)
    -2%, -3, 1%, 2%, 1%, 18
Cc1[nH]ccc2c1[nH]c1cc(=O)ccc12
    10µM*, -7, 13µM*, 15%, 1%, -16

(more compounds)
The line under a structure holds: Pf growth 96h, CHX counter, Pf growth 48h, Sm TGR inh, Giardia FBPA inh, Shiga toxin inh
O=C(N/N=C/c1cccc([N+](=O)[O-])c1)c1ccc2nc[nH]c2c1
    -17%, -3, x, 6%, -16%, -2
CCOc1ccc(CCNC(=O)c2ccc(NC3=NC4CS(=O)(=O)CC4S3)cc2)cc1 (configuration not stated)
    -5%, 0, 11%, -7%, x, 1
CC1=C(C(=O)OCc2ccccc2)N2C(=O)[C@@H](NC(=O)COc3ccccc3)[C@H]2SC1
    -9%, -2, 21%, -29%, 1%, -4
Cc1cc(C)c(-c2csc(NC(=O)C3=NN(c4ccccc4)C(=O)CC3)n2)c(C)c1
    9.3µM*, 3, u, -7%, -10%, -12
CN(C)C(CNC(=O)c1ccc2c(=O)n(-c3ccccc3F)c(=S)[nH]c2c1)Cc1ccccc1 (configuration not stated)
    u, -2, u, u, 0%, 14
Cc1oc(C(C)(C)C)c(CN2CCCC2)c1C(=O)O
    9%, -6, 8%, -16%, -16%, 2
O=C(CN1CCOCC1)Nc1ncc(Cc2cccc(Cl)c2)s1
    -28%, -1, -12%, -5%, -4%, -7
O=C(CCN1C(=O)C2C3C=CC(C4CC34)C2C1=O)Oc1ccccc1 (configuration not stated)
    -31%, -4, -1%, 2%, 2%, -4
S=c1nc(C2CCCCC2)[nH][nH]1
    x, 3, 6%, 1%, -25%, -10
CCC1CCc2sc(C(=O)O)cc2C1 (configuration not stated)
    3.3µM*, -3, 6%, 2%, 8%, -13
O=C(CNC(=S)N(Cc1ccccc1Cl)C1CCCC1)NCCCN1CCOCC1
    -18%, 13, 10µM*, 1%, 6%, -4
COCC(C)n1c(C)cc(C(=O)COC(=O)CN=C2NS(=O)(=O)c3ccccc32)c1C (configuration not stated)
    u, 2, -3%, 8%, -17%, 10

Among those listed so far, these contain a furan ring, fused or not.
The line under a structure holds: Pf growth 96h, CHX counter, Pf growth 48h, Sm TGR inh, Giardia FBPA inh, Shiga toxin inh
COc1ccc(C(=O)N/C(=C\c2ccco2)C(=O)NCc2ccco2)cc1
    -20%, 6, -6%, 45µM*, x, -6
CCN(C(=O)COC(=O)c1oc2ccc(OC)cc2c1C)C1CCS(=O)(=O)C1 (configuration not stated)
    14%, x, 52%[activator], 4%, x, x
Cc1ccc(O)c(NC(=O)c2cc(-c3ccco3)on2)c1
    37%[activator], 17*, u, 1%, -10%, 81*
Cc1ccnc(NC(=O)CCC(=O)N(CC(=O)NCCc2ccccc2)Cc2ccco2)c1
    u, 5, u, 5%, 2%, 19
COC(=O)N/N=C(C)\C=C\c1ccco1
    u, -2, 12%, 45µM*, -9%, -2
Cc1ccccc1S(=O)(=O)Cc1ccc(C(=O)O)o1
    2%, 7, x, -31%, 4%, -1
O=C1S/C(=C\C=C\c2ccco2)C(=O)N1c1ccc(O)cc1
    31%[activator], 43*, 112%[activator], u, u, 71*
O=C(Nc1ccc(N2CCN(Cc3ccccc3F)CC2)cc1)c1ccc([N+](=O)[O-])o1
    u, 3, 1.9µM*, -2%, x, -7
CCOC(=O)c1c(C)oc2ccc(O)c(CN(C)C)c12
    -56%, -1, -14%, 1%, -9%, -7
Cc1oc(C(C)(C)C)c(CN2CCCC2)c1C(=O)O
    9%, -6, 8%, -16%, -16%, 2
